GLP1R inv ag = inverse agonists of human GLP-1 receptor; P43220; HEK293 GLP-1R CRE-luciferase, luminescence, 24 h; GLP-1R form is constitutively active; Potency, µM (doses to about 38.3 µM), inactives show at the highest dose activity change, negative = inhibition, usual class: inhibitors; 410,000 compounds, 1.6% hits; AID 624417; also: potency is read from the fitted curve at half-maximal effect; % is scaled to controls: 0 for no effect and ±100 for the full control effect; nearly all actives have a fitted effect of over 55% in size
Target sequence (P43220 whole entry, looked up): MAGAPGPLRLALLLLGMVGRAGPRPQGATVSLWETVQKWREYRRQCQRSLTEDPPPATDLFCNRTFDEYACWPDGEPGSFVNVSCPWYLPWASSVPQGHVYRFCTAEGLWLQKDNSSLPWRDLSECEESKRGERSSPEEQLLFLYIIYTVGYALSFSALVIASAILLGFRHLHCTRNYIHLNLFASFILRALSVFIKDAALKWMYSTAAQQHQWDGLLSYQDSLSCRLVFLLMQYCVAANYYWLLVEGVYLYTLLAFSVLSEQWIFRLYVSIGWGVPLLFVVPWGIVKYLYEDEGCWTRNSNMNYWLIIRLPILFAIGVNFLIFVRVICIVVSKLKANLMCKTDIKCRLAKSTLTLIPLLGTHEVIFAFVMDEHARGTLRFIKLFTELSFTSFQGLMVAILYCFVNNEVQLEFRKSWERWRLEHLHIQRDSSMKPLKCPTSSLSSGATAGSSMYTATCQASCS
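GLP-1R inverse agonism mode: basal reporter luminescence in engineered HEK293 cells measured after one day of compound exposure at 37 deg C, with a 12 min room-temperature detection step.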
TDP-43 yeast inh = rescues yeast growth from TDP-43 toxicity. TDP-43 expressing yeast growth rescue, BacTiter-Glo, 24 h. Potency, µM (doses to about 46.1 µM), for inactives: top-dose growth rescue (activation), usual class: activators. 410,000 compounds, 1.8% hits. AID 652104; also: potency is read from the fitted curve at half-maximal effect; % of control where 0% means no effect; nearly all actives have a fitted effect of over 50% in size
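Yeast cells expressing TDP-43 under galactose induction are exposed to compounds for 24 hr at 30 deg C. BacTiter-Glo luminescence measures growth, so protective compounds score as activators.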
PTHR1 agonist = agonists of human PTHR1 parathyroid hormone receptor; Q03431; HEK293 GP2 PTHR1 cells, GloSensor cAMP luminescence, 1 h; AID 743266; 410,000 compounds, 0.075% hits; Potency, µM (doses to about 115 µM), for inactives: top-dose activation, most hits filed as activators; also: potency is read from the fitted curve at half-maximal effect; nearly all actives have a fitted effect of over 55% in size; some results filed as inactive show a strong effect at the top dose; inactives centre near -15; many of its hits are not listed in these tables
Target sequence (Q03431 whole entry, looked up): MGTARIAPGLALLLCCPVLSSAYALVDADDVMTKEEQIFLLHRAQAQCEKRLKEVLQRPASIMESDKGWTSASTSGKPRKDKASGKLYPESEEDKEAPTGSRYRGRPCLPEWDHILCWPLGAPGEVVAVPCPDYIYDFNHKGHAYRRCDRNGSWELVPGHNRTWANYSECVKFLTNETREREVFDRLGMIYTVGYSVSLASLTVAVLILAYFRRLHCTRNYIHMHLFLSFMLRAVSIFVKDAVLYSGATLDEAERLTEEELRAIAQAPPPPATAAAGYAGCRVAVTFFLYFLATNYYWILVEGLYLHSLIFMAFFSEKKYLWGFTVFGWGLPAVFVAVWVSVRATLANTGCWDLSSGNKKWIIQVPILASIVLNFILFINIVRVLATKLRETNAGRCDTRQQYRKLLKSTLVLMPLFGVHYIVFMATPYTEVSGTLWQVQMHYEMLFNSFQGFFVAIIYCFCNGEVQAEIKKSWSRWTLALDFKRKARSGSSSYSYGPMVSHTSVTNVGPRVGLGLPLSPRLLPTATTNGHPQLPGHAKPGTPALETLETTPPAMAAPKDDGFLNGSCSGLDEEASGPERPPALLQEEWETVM
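HEK-293-derived GP2 cells expressing PTHR1 and a GloSensor cAMP reporter, 3,000/well, plated overnight, given luciferin plus IBMX (each 0.5 mM as added) for 1 h at 37 °C, then compound for 1 h at 37 °C. Luminescence was read after 15 min at room temperature.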
aSyn rescue = inhibitors of alpha-synuclein toxicity in yeast | Yeast expressing alpha-synuclein, growth rescue, BacTiter-Glo, 24 h | Potency, µM (highest dose often 46.1 µM), for the others: at the top dose growth rescue (activation), most hits filed as activators | 370,000 compounds, 0.14% hits | AID 652106; also: potency is read from the fitted curve at half-maximal effect; % of control where 0% means no effect; nearly all actives have a fitted effect of over 65% in size
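Screening used galactose-induced yeast with toxic alpha-synuclein levels, exposed to compound for 24 hr at 30 deg C. Cell growth, read with BacTiter-Glo luminescence, gave the measured signal.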
GLP1R ag = activates the human GLP-1 receptor | P43220 | HEK293 GLP-1R CRE-luciferase, luminescence, 4-6 h; cells express a hypersensitive GLP-1R form | Potency, µM (titrated, usually from 45.6 µM), for the others: at the highest dose activation, actives largely listed as activators | 380,000 compounds, 0.007% hits | AID 624172; also: potency is read from the fitted curve at half-maximal effect; % of control where 0% means no effect
pAkt inh = inhibitors of Akt phosphorylation. Neuro2A IGF-stimulated pAkt S473 HTRF, 20 min; stronger effect = lower value. activity change, % for hits at 50 µM. 360,000 compounds, 0.32% hits. AID 651550; in the data active = activity change below about -80%; inconclusive = mostly about -51% to -80%; also: % is scaled to controls: 0 for no effect and ±100 for the full control effect
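Single-point screen (50 µM final compound) in Neuro2A cells stimulated 20 min with 6 nM IGF at 37 deg C. After lysis, Ser473-phosphorylated Akt read by HTRF (ex 330 nm, em 615/665 nm) as the 665/615 ratio.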
Abeta rescue = compounds reversing amyloid beta toxicity in yeast; Potency, µM (series often up to 46.1 µM), for the others: top-dose growth rescue, actives largely listed as activators; yeast expressing A-beta42, growth rescue, OD600, 48 h; response scale: 0% DMSO, 100% iron-clioquinol control; 410,000 compounds, 0.063% hits; also: potency is read from the fitted curve at half-maximal effect; nearly all actives have a fitted effect of over 55% in size
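Growth rescue measured by 600 nm absorbance after 48 h yeast culture at 30 C with compound. Values normalized between DMSO and an equimolar ferric chloride plus clioquinol control.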
DRD3 antagonist = antagonists of human D3 dopamine receptor; P35462; D3R cells, DiscoveRx beta-arrestin luminescence, antagonist mode; stronger effect = lower value; max response, negative = inhibition, %; 360,000 compounds, 2.5% hits; in the data active = max response below about -50%; inconclusive = no clear call, values can overlap the other calls; also: % is scaled to controls: 0 for no effect and ±100 for the full control effect; mostly tested at two doses, the higher about 12 µM
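Cells plated overnight at 1500 cells/well, then exposed to library compounds with dopamine controls for 90 minutes at 37 degrees C. DiscoveRx reagent added for 30–60 minutes at room temperature; luminescence read, quantitative HTS format.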
FUS suppressor = FUS proteinopathy suppression in yeast. S. cerevisiae FUS-expressing, growth rescue, OD600, 24 h. Potency, µM (highest dose often 76.6 µM), inactives show top-dose growth rescue (activation), most hits filed as activators. 390,000 compounds, 0.24% hits. AID 1347120;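 also: potency is read from the fitted curve at half-maximal effect; plate controls were DMSO vehicle for no effect and reference control for full effect; nearly all actives have a fitted effect of over 55% in size; some results filed as inactive show a strong effect at the top dose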
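Read-out: OD at 600 nm after 24hr at 30C, reporting rescue of FUS-induced yeast toxicity. Cells at OD 0.005 in galactose (2%) minimal medium; compounds tested in a dilution series; CP55940 titration from 92uM final as control.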
* hit, by the source's call; [ ] = remark or other dose. Unless noted, calls follow the shape of the dose curve; as a rule, active = well fitted curve in the direction sought with a large enough effect; inconclusive = small, poorly fitted or top-dose-only effect, or another doubt; inactive = no such curve, though single readings can be large; an effect the other way counts as inactive or inconclusive. A portion of the library; the hit share may differ from the screen's.

For COc1ccc(N2CCN(c3nc4c(c(=O)[nH]c(=O)n4C)n3Cc3cccc(C)c3)CC2)cc1 the results were GLP1R inv ag -2%, TDP-43 yeast inh 23%, PTHR1 agonist inactive, aSyn rescue -6%, GLP1R ag -8%, pAkt inh inactive, Abeta rescue 15% and DRD3 antagonist 3.
Cc1cc(/C(N)=N/OC(=O)Nc2cccc(C(F)(F)F)c2)no1 was read as GLP1R inv ag -6%, TDP-43 yeast inh 8%, PTHR1 agonist inactive, aSyn rescue 2%, GLP1R ag 0%, pAkt inh inactive, Abeta rescue -10%, DRD3 antagonist 9 and FUS suppressor -7%.
`COc1ccc(S(=O)(=O)Nc2cccc(/C=C/C(=O)O)c2)cc1` gave GLP1R inv ag -3%, TDP-43 yeast inh -25%, PTHR1 agonist inactive, aSyn rescue 0%, GLP1R ag 8%, pAkt inh inactive, Abeta rescue 0% and DRD3 antagonist 12.
`CCC(Oc1ccc(C)cc1)C(=O)Nc1ccc2c(c1)n(C)c(=O)n2C` (stereo unspecified) gave GLP1R inv ag 19%, TDP-43 yeast inh -1%, PTHR1 agonist inactive, aSyn rescue 15%, GLP1R ag 8%, pAkt inh inactive, Abeta rescue 17%, DRD3 antagonist -9 and FUS suppressor 24%.
Screening Clc1cccc(-c2nnc(SC/C=C/c3ccccc3)n2Cc2ccco2)c1 returned GLP1R inv ag inconclusive, TDP-43 yeast inh -13%, PTHR1 agonist -49%[inhibitor], aSyn rescue -4%, GLP1R ag 0%, pAkt inh inactive, Abeta rescue -8%, DRD3 antagonist 13 and FUS suppressor 34%.
`Cc1cccc(-c2cc3c(N=O)c4ccccc4c-3n[nH]2)c1` gave GLP1R inv ag 4%, TDP-43 yeast inh 7%, PTHR1 agonist -33%, aSyn rescue -8%, GLP1R ag 2%, pAkt inh inactive, Abeta rescue -8%, DRD3 antagonist -1 and FUS suppressor 2%.
Screening O=C(Nc1ccc(NC(=O)c2sc3ccccc3c2Cl)cc1Cl)c1ccco1 returned GLP1R inv ag 19%, TDP-43 yeast inh -22%, PTHR1 agonist inactive, aSyn rescue -1%, GLP1R ag 3%, pAkt inh inactive, Abeta rescue 0%, DRD3 antagonist 26 and FUS suppressor inconclusive.
Screening CC(C)N1C(=O)CCC1C(=O)NCc1cccs1 (stereo unspecified) returned GLP1R inv ag 10%, TDP-43 yeast inh 12%[9.22 µM], PTHR1 agonist inactive, aSyn rescue -3%, GLP1R ag 1%, pAkt inh inactive, Abeta rescue -2%, DRD3 antagonist 0 and FUS suppressor 2%.
Screening COC(=O)C1C(O)=CC(=O)CC1C (stereo unspecified) returned GLP1R inv ag 15%, TDP-43 yeast inh -13%, PTHR1 agonist inactive, aSyn rescue -12%, GLP1R ag 3%, pAkt inh inactive, Abeta rescue 12%, DRD3 antagonist 5 and FUS suppressor 21%.
`CCn1ncc(Br)c1C(=O)Nc1sc2c(c1C(=O)OC)CCC2` gave GLP1R inv ag -5%, TDP-43 yeast inh -10%, PTHR1 agonist inactive, aSyn rescue -12%, GLP1R ag 2%, pAkt inh inactive, Abeta rescue -6%, DRD3 antagonist 18 and FUS suppressor -6%.
N=C1C(c2ccccc2)=C(O)CN1c1ccccc1N1CCOCC1 was read as GLP1R inv ag 11%, TDP-43 yeast inh -20%, PTHR1 agonist inactive, aSyn rescue -2%, GLP1R ag -3%, pAkt inh inactive, Abeta rescue -10%, DRD3 antagonist -18 and FUS suppressor -5%.
For COc1ccc(/C=N/N=C2\SCC(=O)N2c2c(C)n(C)n(-c3ccccc3)c2=O)cc1OC the results were GLP1R inv ag 2%, TDP-43 yeast inh 9%, PTHR1 agonist inactive, aSyn rescue 7%, GLP1R ag 17%, pAkt inh inactive, Abeta rescue 6%, DRD3 antagonist 0 and FUS suppressor 10%.

The final two records of the section above open the next one:
N=C1C(c2ccccc2)=C(O)CN1c1ccccc1N1CCOCC1 was read as GLP1R inv ag 11%, TDP-43 yeast inh -20%, PTHR1 agonist inactive, aSyn rescue -2%, GLP1R ag -3%, pAkt inh inactive, Abeta rescue -10%, DRD3 antagonist -18 and FUS suppressor -5%.
For COc1ccc(/C=N/N=C2\SCC(=O)N2c2c(C)n(C)n(-c3ccccc3)c2=O)cc1OC the results were GLP1R inv ag 2%, TDP-43 yeast inh 9%, PTHR1 agonist inactive, aSyn rescue 7%, GLP1R ag 17%, pAkt inh inactive, Abeta rescue 6%, DRD3 antagonist 0 and FUS suppressor 10%.
`CCOc1ccc(-n2c(SCC(=O)c3ccccc3)nc3c([nH]c4ccccc43)c2=O)cc1` gave GLP1R inv ag 3%, TDP-43 yeast inh -12%, PTHR1 agonist 12%, aSyn rescue -5%, GLP1R ag 2%, Abeta rescue -11% and FUS suppressor -9%.
`CCOC(=O)C1=C(CNCCc2ccc(Cl)cc2)NC(=O)NC1c1ccc2c(c1)OCO2` (stereo unspecified) gave GLP1R inv ag 6.3µM*, TDP-43 yeast inh 25%, PTHR1 agonist -18%, aSyn rescue 12%, GLP1R ag 4%, pAkt inh inactive, Abeta rescue 17%, DRD3 antagonist -16 and FUS suppressor 44%.
Screening CCN(CC(=O)NCc1ccc(Cl)cc1)C(=O)/C=C/c1cccs1 returned GLP1R inv ag -1%[0.307 µM], TDP-43 yeast inh -3%, PTHR1 agonist -31%[inhibitor], aSyn rescue 5%, GLP1R ag -2%, pAkt inh inactive, Abeta rescue -2%, DRD3 antagonist 13 and FUS suppressor 6%.
Screening CCOC(=O)c1c(NC(=O)CN2C(=O)NC3(CCCCC3C)C2=O)sc(C(=O)N(C)C)c1C (stereo unspecified) returned GLP1R inv ag 116%[activator], TDP-43 yeast inh 8%, PTHR1 agonist inactive, aSyn rescue 1%, GLP1R ag 20%, pAkt inh inactive, Abeta rescue -3%, DRD3 antagonist 3 and FUS suppressor 18%.
Screening CC1Cn2c(nc3c2c(=O)[nH]c(=O)n3C)O1 (stereo unspecified) returned GLP1R inv ag -11%, TDP-43 yeast inh 6%, PTHR1 agonist 14%[57.5 µM], aSyn rescue 0%, GLP1R ag -13%, pAkt inh inactive, Abeta rescue 7%, DRD3 antagonist 17 and FUS suppressor -4%.
Screening COc1ccc(NC(=O)CC2C(=O)N(c3ccc(Cl)cc3)C(=S)N2CCc2ccncc2)cc1 (stereo unspecified) returned GLP1R inv ag inconclusive, TDP-43 yeast inh 0%, PTHR1 agonist inactive, aSyn rescue -12%, GLP1R ag -2%, Abeta rescue -16%, DRD3 antagonist -5 and FUS suppressor 29%.
Cc1ccc(-n2ncc(C(=O)Nc3cc(Cl)cc(Cl)c3)c2C2CCNCC2)cc1C was read as GLP1R inv ag inconclusive, TDP-43 yeast inh -2%, PTHR1 agonist inactive, aSyn rescue -9%, GLP1R ag 24%, pAkt inh inactive, Abeta rescue 2%, DRD3 antagonist -4 and FUS suppressor 5%.
For CCN(CC(=O)Nc1ccc(OC)cc1)CC(=O)Nc1ccc(Cl)cc1F the results were GLP1R inv ag -8%[0.307 µM], TDP-43 yeast inh 8%, PTHR1 agonist -24%, aSyn rescue 0%, GLP1R ag 14%, pAkt inh inactive, Abeta rescue 5%, DRD3 antagonist 7 and FUS suppressor 9%.
`COc1ccccc1CNC(=S)NC1CCCC1` gave GLP1R inv ag 9%, TDP-43 yeast inh -2%, PTHR1 agonist inactive, aSyn rescue -2%, GLP1R ag 0%, pAkt inh inactive, Abeta rescue -18%, DRD3 antagonist -7 and FUS suppressor 17%.
COc1ccccc1CCNC(=O)C(=O)NCC(c1ccc2c(c1)OCO2)N1CCOCC1 (stereo unspecified) was read as GLP1R inv ag 9%, TDP-43 yeast inh -6%, PTHR1 agonist inactive, Abeta rescue -16% and FUS suppressor 3%.
`COCC1CCN(C(=O)C2CCC(=O)N(C3CCCCCC3)C2)CC1` (stereo unspecified) gave GLP1R inv ag 14%, TDP-43 yeast inh 0%, PTHR1 agonist inactive, aSyn rescue 1%, GLP1R ag -8%, pAkt inh inactive, Abeta rescue 6% and DRD3 antagonist 1.
`CCOC(=O)c1cnc(SCCN2CCOCC2)nc1N` gave GLP1R inv ag 2%, TDP-43 yeast inh -12%, PTHR1 agonist inactive, aSyn rescue 5%, GLP1R ag 2%, pAkt inh inactive, Abeta rescue 3%, DRD3 antagonist 8 and FUS suppressor 1%.
`COc1ccccc1CCNC(=O)Cc1c(C)c2cc3c(C)coc3cc2oc1=O` gave GLP1R inv ag 4%, TDP-43 yeast inh 9%, PTHR1 agonist -5%, Abeta rescue -1% and FUS suppressor -27%.
Screening Cc1ccccc1COC(=O)CCC1=NS(=O)(=O)c2ccccc2N1 returned GLP1R inv ag -63%, TDP-43 yeast inh 2%, PTHR1 agonist inconclusive, aSyn rescue 0%, GLP1R ag 4%, pAkt inh inactive, Abeta rescue 7%, DRD3 antagonist 1 and FUS suppressor 3%.
Screening O=C(Cc1ccc(Br)cc1)Nc1ccccc1N1CCCC1 returned GLP1R inv ag inconclusive, TDP-43 yeast inh 6%, PTHR1 agonist inactive, aSyn rescue 0%, GLP1R ag 0%, pAkt inh inactive, Abeta rescue -19%, DRD3 antagonist -5 and FUS suppressor 33%.
Screening O=C(NCc1cc([N+](=O)[O-])ccc1O)c1cccnc1Sc1ccc(Cl)cc1 returned GLP1R inv ag 13%, TDP-43 yeast inh -9%, PTHR1 agonist -8%, aSyn rescue -1%, GLP1R ag 13%, pAkt inh inactive, Abeta rescue -1% and DRD3 antagonist -26.
CN(C)CCNC(=O)CNC(=S)N(CCCN1CCOCC1)Cc1cccs1 was read as GLP1R inv ag 11%, TDP-43 yeast inh 7%, PTHR1 agonist inactive, aSyn rescue -2%, GLP1R ag -1%, pAkt inh inactive, Abeta rescue -6%, DRD3 antagonist -6 and FUS suppressor -1%.
Screening C=CCOc1c(CNc2cccc(C(=O)O)c2)cccc1OCC returned GLP1R inv ag 0%, TDP-43 yeast inh inconclusive, PTHR1 agonist inactive, aSyn rescue 3%, GLP1R ag -2%, pAkt inh inactive, Abeta rescue 8%, DRD3 antagonist 11 and FUS suppressor -14%.

Compound activity as filed in PubChem.
